Bioassay records (PubChem BioAssay)
mIAP inh = mouse IAP inhibition; purified mouse IAP, CDP-Star luminescence, 30 min; inhibition, % at 10 µM; 0.2% of 330,000 active; AID 2806;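 active = inhibition of at least 40% at 10 µM in the primary screen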;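 note: plate controls were DMSO with enzyme for no effect and no enzyme wells for full effect; values of inactives mirror those of a sister screen read the other way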
NALP3 yeast inh = blocks the NALP3 inflammasome reconstituted in yeast; 0.39% of 330,000 active; inhibition, % at 10 µM; Yeast reconstituted NLRP3/ASC/caspase-1, beta-gal luminescence, 24 h; AID 2825;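 active = inhibition of 50% or more; inactive = inhibition below 50%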;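 note: plate controls were induced DMSO wells for no effect and uninduced yeast grown without galactose for full effect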
mIAP activ = mouse IAP activation; muIAP, CDP-Star luminescence, 30 min; hits give high values; 1 = vehicle-only enzyme signal, 0 = enzyme-free wells; activation factor at 10 µM; 0.24% of 330,000 active; AID 2805;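 active = activation factor of at least 2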; note: the source names both 10 and 20 µM as test concentration; values of inactives mirror those of a sister screen read the other way
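System: mouse IAP enzyme. Reagent: CDP-Star chemiluminescent phosphatase substrate. Benchmarks: DMSO wells, no-enzyme wells. Times: 30 min enzyme-substrate-compound incubation at room temperature. Detection: luminescence from enzymatic CDP-Star hydrolysis. Doses: test compounds delivered from DMSO solution.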
hIAP block = human IAP inhibition | purified IAP, CDP-Star luminescence, 30 min | inhibition, % at 10 µM | 0.12% of 330,000 active;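 active = inhibition reaching a set limit with compound at 10 µM in the primary screen, cut at about 35% in these data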;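 note: plate controls were DMSO wells with enzyme for no effect and no-enzyme buffer wells for full effect; values of inactives mirror those of a sister screen read the other way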
Target sequence (P09923 whole entry, looked up): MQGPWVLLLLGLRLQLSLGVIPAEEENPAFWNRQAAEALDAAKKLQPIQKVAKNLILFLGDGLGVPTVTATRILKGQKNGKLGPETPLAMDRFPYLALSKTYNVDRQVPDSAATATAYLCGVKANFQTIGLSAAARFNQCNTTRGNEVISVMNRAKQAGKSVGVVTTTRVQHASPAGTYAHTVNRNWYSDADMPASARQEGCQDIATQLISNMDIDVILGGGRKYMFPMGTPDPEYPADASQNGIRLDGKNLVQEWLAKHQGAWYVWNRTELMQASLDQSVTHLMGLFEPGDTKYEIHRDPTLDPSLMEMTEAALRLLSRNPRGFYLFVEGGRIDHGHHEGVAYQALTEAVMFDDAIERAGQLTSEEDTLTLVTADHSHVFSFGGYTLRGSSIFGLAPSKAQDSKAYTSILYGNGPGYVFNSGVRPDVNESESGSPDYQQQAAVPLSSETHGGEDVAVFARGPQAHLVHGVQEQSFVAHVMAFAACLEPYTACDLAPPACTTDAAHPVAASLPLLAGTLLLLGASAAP
tim10-1 inh = growth inhibitors of tim10-1 mutant yeast; S. cerevisiae tim10-1 ts strain growth, BacTiter-Glo, 24 h; inhibition, % at 20 µM; 2.2% of 330,000 active; AID 463190;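 active = inhibition of at least 40%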;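 note: mutant grown at 25 °C; 0% = DMSO wells with yeast and 100% = wells holding no yeast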
Apaf1 inhib = human Apaf-1 inhibition; O14727; reconstituted apoptosome caspase-3 activity, DEVD-Rh110 fluorescence; inhibition, % at 20 µM; 0.71% of 330,000 active; active = inhibition of at least 40% at 20 µM;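 note: plate controls were DMSO wells for no effect and DEVD-CHO caspase inhibitor wells for full effect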
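Material: reconstituted apoptosome with Apaf-1, cytochrome c, caspase-9, procaspase-3, dATP. Technique: Rh110 fluorescence intensity. Buffer or medium: pH 7.5 Hepes buffer with CHAPS, BSA, DTT. Times: 30 min plus 50 min, RT.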
hIAP activ = increases human intestinal alkaline phosphatase activity | activation factor at 10 µM | 0.16% of 330,000 active | purified human IAP, CDP-Star luminescence, 30 min; hits give high values; 1 = vehicle-only enzyme, 0 = enzyme-free background;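 active = activation factor of the enzyme at least 2-fold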; note: the source names both 10 and 20 µM as test concentration; values of inactives mirror those of a sister screen read the other way
ATG4B inhibitor = blocks human ATG4B protease cleavage of LC3 substrate; Q9Y4P1; ATG4B cleavage of LC3-PLA2, NBD-HPC fluorescence, 1 h; inhibition, % at 8.33 µM; 0.51% of 340,000 active; in the data active = inhibition above about 40%
Target sequence (Q9Y4P1 whole entry, looked up): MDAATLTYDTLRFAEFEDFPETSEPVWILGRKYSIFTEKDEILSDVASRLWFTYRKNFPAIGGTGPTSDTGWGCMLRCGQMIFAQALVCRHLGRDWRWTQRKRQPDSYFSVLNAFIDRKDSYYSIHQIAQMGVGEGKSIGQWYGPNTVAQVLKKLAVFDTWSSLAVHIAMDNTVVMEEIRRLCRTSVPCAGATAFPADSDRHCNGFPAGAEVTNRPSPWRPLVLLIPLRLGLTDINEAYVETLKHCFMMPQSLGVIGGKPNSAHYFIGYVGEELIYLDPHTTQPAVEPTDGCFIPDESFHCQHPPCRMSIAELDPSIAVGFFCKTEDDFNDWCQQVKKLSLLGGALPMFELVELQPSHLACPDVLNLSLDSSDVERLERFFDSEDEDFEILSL
TIM10 inh = growth inhibitors of TIM10 yeast strain. inhibition, % at 10 µM. AID 463195. S. cerevisiae TIM10 strain growth, BacTiter-Glo luminescence, 24 h. 1.4% of 330,000 active;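 active = inhibition of 40% or more at the single tested concentration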;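 note: wild-type TIM10 isogenic control strain grown at permissive 25 °C; 0% = DMSO yeast wells and 100% = minimal medium wells without yeast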
* marks the source's active call; other numbers are inactive results; . = not tested or not shown. Rows are unselected; 4.5% or so of the library scored in one or more.

Fields: mIAP inh, NALP3 yeast inh, mIAP activ, hIAP block, tim10-1 inh, Apaf1 inhib, hIAP activ, ATG4B inhibitor, TIM10 inh
> COc1cc(-c2nnn(CC(=O)NC3CCS(=O)(=O)C3)n2)ccc1OCc1ccccc1 (stereo not given)
 : 4, 3, 0.96, -9, 17, 2, 1.1, -10, -28
> CCOC(=O)c1ccccc1NC(=O)c1cccc2c1C(=O)N(C1CCN(C(=O)OCC)CC1)C2
 : -7, 7, 1.1, 2, -3, 8, 0.98, -2, 10
> Cc1ccc(S(=O)(=O)N(C)C)cc1NC(=S)NC(C)CCCC(C)C (stereo not given)
 : -290, 9, 3.9*, -35, 15, 17, 1.4, -6, 13
> Cc1cc(C)n(-c2nc3c(c(=O)[nH]c(=O)n3C)n2CC(O)COc2ccccc2)n1 (stereo not given)
 : -4, 0, 1, 21, 15, -8, 0.79, -2, 5
> COCC(CN1CCN(C2=NS(=O)(=O)c3ccccc32)CC1)OC(=O)c1ccccc1 (stereo not given)
 : 5, 22, 0.95, 10, -12, -2, 0.9, -1, 14
> O=C(c1cc(-c2ccccc2)nn1-c1ccccc1)N1CCN(S(=O)(=O)c2c(F)cccc2F)CC1
 : 8, 1, 0.92, 5, -16, 18, 0.95, 0, 2
> C=C1CCC(OC(C)=O)C2(C)CCC3C(C)C(=O)OC3C12O (stereo not given)
 : 1, 8, 0.99, 4, 9, -1, 0.96, -11, 0
> O=C(NNS(=O)(=O)c1ccccc1)C1CCCCC1
 : -7, 16, 1.1, -8, -31, -2, 1.1, -7, 11
> CSc1nc2[nH]c3c(c2c2nnnn12)CCCC3
 : -15, 15, 1.1, -6, 39, 7, 1.1, 6, 14
> CC1CCCCC1NC(=O)CN1C(=O)CSc2cc(S(=O)(=O)N3CCCCCC3)ccc21 (stereo not given)
 : -4, -7, 1, 2, 24, 16, 0.98, -10, 6
> CC(C)c1nc2cc(C(=O)N(C)C3CCOCC3)ccc2o1
 : -1, 12, 1, 2, -4, 2, 0.98, 29, 0
> COC(=O)c1cc(Cl)c(N)cc1OC
 : 5, 18, 0.95, 12, -13, -3, 0.89, 6, -3
> O=C(CCc1nc(-c2ccccc2Cl)no1)NCCc1ccccc1
 : 7, 20, 0.93, 9, 6, 3, 0.91, 2, 15
> COc1ccc(-n2c(SC(C)C(=O)Nc3ccc(NC(C)=O)cc3)nc3ccccc3c2=O)cc1OC (stereo not given)
 : -10, 0, 1.1, 4, 9, 7, 0.96, -3, 7
> CC1CCN(C(=O)CN2C(=O)NC3(CCCCCC3)C2=O)CC1
 : 6, 24, 0.94, 2, -17, -5, 0.98, -3, -5

Later entries.
Fields: mIAP inh, NALP3 yeast inh, mIAP activ, hIAP block, tim10-1 inh, Apaf1 inhib, hIAP activ, ATG4B inhibitor, TIM10 inh
> Cc1sc2cc(-c3cccc([N+](=O)[O-])c3)c(-c3cccc([N+](=O)[O-])c3)c[n+]2c1C
 : -2, 7, 1, 5, 13, 1, 0.95, 1, 9
> C/C(CC(=O)NCc1ccco1)=N\NC(=O)c1ccc([N+](=O)[O-])cc1Cl
 : 6, 11, 0.94, 13, -1, 12, 0.87, 7, 11
> O=C(CSc1nnc2c(n1)[nH]c1ccccc12)Nc1ccc(N2CCOCC2)cc1
 : 12, 12, 0.89, -7, 12, -1, 1.1, 7, -8
> O=C(OCCCc1ccncc1)c1ccc(S(=O)(=O)N2CCOCC2)cc1
 : -8, 18, 1.1, 1, 28, -10, 0.99, -4, 20
> O=C(CN1CCN(CCC(=O)Nc2ccccc2F)CC1)Nc1ccc(Cl)cc1
 : -3, 14, 1, -83, 13, 7, 1.8, -1, 3
> CC1(C)CC(=O)C2=C(C1)Nc1[nH]n(-c3ccccc3)c(=O)c1C2c1ccc2c(c1)OCO2 (stereo not given)
 : -4, 16, 1, -35, 9, 5, 1.3, 3, 1
> Cc1ccc2nc(-c3ccc(NC(=O)Cc4cccs4)cc3)[nH]c2c1
 : -9, 2, 1.1, 1, -49, -4, 0.99, 1, -20
> O=c1c2ccccc2ncn1-c1ccc(Cl)c(Cl)c1
 : 6, 13, 0.94, 4, -10, -5, 0.96, 5, 1
> O=C(CN1CCN(CC(=O)Nc2ccc(-c3ccccc3)cc2)CC1)Nc1ccc(F)cc1
 : -12, 18, 1.1, 3, 18, 11, 0.97, -21, 10
> Nc1nc(C2CC2)c(Sc2sc(N)nc2C2CC2)s1
 : 4, 15, 0.96, 9, 21, 10, 0.91, -1, 19
> Cc1ccc(NC(=O)c2ccc3c(=O)n4c(nc3c2)CCC4)cc1S(=O)(=O)N(C)C
 : -1, 16, 1, 3, -9, 2, 0.97, -4, 8
> CSc1nnc(CNC(=O)C23CC4CC(CC(C4)C2)C3)n1Cc1ccccc1
 : 0, 0, 1, -2, 18, 3, 1, -1, 10
> COc1ccc(C(CNC(=O)c2ccc(Cl)s2)N2CCOCC2)cc1 (stereo not given)
 : 1, 23, 0.99, -10, 12, -2, 1.1, 4, 8
> O=C(CN(c1ccc(F)cc1)S(=O)(=O)c1ccc2c(c1)OCCO2)Nc1ccc2c(c1)OCO2
 : -33, 5, 1.3, -17, 25, 4, 1.2, -2, 9
> COc1ccccc1C(=O)NC(=O)COC(=O)/C(=C/c1ccccc1)NC(C)=O
 : 5, 20, 0.95, -11, 13, -2, 1.1, 1, 18

Later entries
Fields: mIAP inh, NALP3 yeast inh, mIAP activ, hIAP block, tim10-1 inh, Apaf1 inhib, hIAP activ, ATG4B inhibitor, TIM10 inh
> COc1cccc(C(=O)Nc2cccc(-c3ccc(N4CCOCC4)nn3)c2)c1
 : 6, 1, 0.94, 4, 1, 12, 0.96, -22, -3
> COc1ccccc1OCCNC(=O)C(CCSC)NC(=O)COc1ccccc1 (stereo not given)
 : -3, 3, 1, -7, 21, 2, 1.1, -42, 0
> Fc1ccc(-n2nnc(-c3ncc[nH]3)n2)cc1
 : 12, 17, 0.88, 24, 6, 2, 0.76, ., 1
> Cc1cc(C)nc(SCC(=O)OC(C)C(=O)Nc2ccccc2)n1 (stereo not given)
 : -3, 17, 1, 2, 4, 2, 0.98, -7, 6
> CC(C)(C)N1CC23C=CC(C[C@@H]2C1=O)O3 (stereo not given in full)
 : 2, 9, 0.98, 16, 1, -6, 0.84, -2, -3
> CCOC(=O)/C(C#N)=C/c1ccc(N2CCN(C)CC2)cc1
 : 1, 10, 0.99, 19, 11, -15, 0.81, -4, -8
> O=C(CNC(=O)c1ccc2c(c1)OCCO2)N/N=C/c1cccc(Br)c1
 : 1, -10, 0.99, 4, 9, -8, 0.95, -10, 16
> O=C(CSc1ccc([N+](=O)[O-])cc1)Nc1cccc(S(=O)(=O)N2CCOCC2)c1
 : 13, 16, 0.87, 8, 4, -3, 0.92, -13, 1
> O=C(O)c1ccc(S(=O)(=O)N2CCC(Cc3ccccc3)CC2)cc1
 : 6, 20, 0.94, -21, 3, 10, 1.2, 4, 6
> O=C(Nc1cccnc1)Nc1ccccc1Cl
 : -4, 1, 1, -1, 13, -1, 1, 8, 5
> CCc1cc(C)cc(OCCNC(=O)c2cncc(Br)c2)c1
 : -3, 24, 1, -5, 9, 4, 1, -2, 9
> Cc1cccc(NC(=O)CN2C(=O)S/C(=C\c3ccc(-c4cccc(C(=O)O)c4C)o3)C2=O)c1
 : 16, 23, 0.84, -16, 25, 19, 1.2, 36, 9
> CCOC(=O)C1CCCN(C(=O)CNS(=O)(=O)c2ccc(Br)s2)C1 (stereo not given)
 : 2, -6, 0.98, -30, 31, -1, 1.3, -2, 11
> CC(=O)Nc1ccc(N(C(=O)c2ccco2)C(C(=O)NC2CCCCC2)c2ccccc2)cc1 (stereo not given)
 : 23, 4, 0.77, 3, 7, 4, 0.97, -3, -7
> CC1CCN(c2ccc(-c3cccc(NC(=O)c4ccco4)c3)nn2)CC1
 : 1, 0, 0.99, 6, 11, 20, 0.94, 13, 2

Following part.
Fields: mIAP inh, NALP3 yeast inh, mIAP activ, hIAP block, tim10-1 inh, Apaf1 inhib, hIAP activ, ATG4B inhibitor, TIM10 inh
> C=CCN(c1ccccc1)S(=O)(=O)c1cccc(C(=O)NCC2CCCO2)c1 (stereo not given)
 : 4, 14, 0.96, -2, -43, 21, 1, 2, -41
> CCNc1cc(Nc2c(C)n(C)n(-c3ccccc3)c2=O)c([N+](=O)[O-])c2nonc12
 : -2, 9, 1, 2, 5, -11, 0.98, -2, 9
> Cc1cc(C)cc(NCc2cc(=O)oc3cc(C)c(O)cc23)c1
 : 5, -6, 0.95, -1, 0, 2, 1, 10, 6
> C#CCNC(=O)C1=C[C@@H](c2ccc3c(c2)OCO3)C[C@@H](OCCCCO)O1
 : 25, 7, 0.75, 20, 3, -2, 0.8, 4, 5
> CCc1nc2ccccc2c(C(=O)OCC(=O)N(C)Cc2ccccc2)c1C
 : 4, 18, 0.96, 13, 12, 10, 0.87, -3, 15

By substructure, the entries above containing an NH in an aromatic ring.
Fields: mIAP inh, NALP3 yeast inh, mIAP activ, hIAP block, tim10-1 inh, Apaf1 inhib, hIAP activ, ATG4B inhibitor, TIM10 inh
> Cc1cc(C)n(-c2nc3c(c(=O)[nH]c(=O)n3C)n2CC(O)COc2ccccc2)n1 (stereo not given)
 : -4, 0, 1, 21, 15, -8, 0.79, -2, 5
> CSc1nc2[nH]c3c(c2c2nnnn12)CCCC3
 : -15, 15, 1.1, -6, 39, 7, 1.1, 6, 14
> O=C(CSc1nnc2c(n1)[nH]c1ccccc12)Nc1ccc(N2CCOCC2)cc1
 : 12, 12, 0.89, -7, 12, -1, 1.1, 7, -8
> CC1(C)CC(=O)C2=C(C1)Nc1[nH]n(-c3ccccc3)c(=O)c1C2c1ccc2c(c1)OCO2 (stereo not given)
 : -4, 16, 1, -35, 9, 5, 1.3, 3, 1
> Cc1ccc2nc(-c3ccc(NC(=O)Cc4cccs4)cc3)[nH]c2c1
 : -9, 2, 1.1, 1, -49, -4, 0.99, 1, -20
> Fc1ccc(-n2nnc(-c3ncc[nH]3)n2)cc1
 : 12, 17, 0.88, 24, 6, 2, 0.76, ., 1
